Fluorescein fluor: compound fluoresces in the fluorescein spectral region. Compound autofluorescence, 480/540 nm, fluorescein-equivalent; active compounds read high. max fluorescein-equivalent concentration, M. actives 0.91% (n = 59,000); in the data active = max fluorescein-equivalent concentration above about 10 nM; inconclusive = between about 1.1 nM and that limit
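First, buffer (100 mM Tris, pH 8.0) dispensed; second, compounds and fluorescein standards pinned in; third, 15 min room-temperature incubation; finally, imaging at ex 480 nm/em 540 nm. Fluorescence normalized against the six-point fluorescein curve.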
Casp7 inh: allosteric or competitive inhibitors of human caspase-7 | AID 889 | P55210 | actives 0.02% (n = 75,000) | Potency, µM (doses to about 57.5 µM), inactives show at the highest dose activity change, negative = inhibition, actives largely listed as inhibitors | recombinant caspase-7, Ac-DEVD-AFC fluorescence rate; active = well fitted inhibition curve with a large enough effect in the main read-out, with a control signal flat, not every such curve was filed as active; inconclusive = small, poorly fitted or top-dose-only effect, or a change in a side signal; also: potency is read from the fitted curve at half-maximal effect; % of control where 0% means no effect
4MU fluor: 4-MU region autofluorescence; max dye-equivalent concentration, M; actives 11% (n = 59,000); compound autofluorescence, 340/450 nm, 4-MU equivalents; active compounds read high; in the data active = max dye-equivalent concentration above about 10 nM; inconclusive = mostly about 1.1 nM to 9.6 nM
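Intrinsic fluorescence at 340/450 nm (ex/em) was read after 15 min at room temperature in pH 8.0, 100 mM Tris. Each compound concentration expressed as 4-MU-equivalent concentration from a six-point 4-MU standard series on each plate.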
FLuc inh: blocks Photinus pyralis firefly luciferase activity. P08659. purified firefly luciferase, luminescence, 8 min. Potency, µM (top dose mostly 57.1 µM), without a hit: at the top dose activity change, negative = inhibition, hits mostly inhibitors. actives 2.2% (n = 72,000); also: potency is read from the fitted curve at half-maximal effect; % is scaled to controls: 0 for no effect and ±100 for the full control effect; nearly all actives have a fitted effect of over 40% in size
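Compounds were tested as concentration series (qHTS) against purified P. pyralis luciferase with luciferin and 10 uM ATP in 50 mM imidazole pH 7.2, 50 mM KCl, 7 mM MgCl2, 0.01% Tween 20, 0.05% BSA. Luminescence was read after 8 min at ambient temperature.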
Tau filament bind: tau filament binding; P10636; recombinant tau filaments, thioflavin S fluorescence, 15 h; filaments grown with octadecylsulfate alongside compound; Potency, µM (series often up to 57.1 µM), for the others: at the highest dose activity change, negative = inhibition; actives 2% (n = 71,000); AID 596;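 also: potency is read from the fitted curve at half-maximal effect; % is scaled to controls: 0 for no effect and ±100 for the full control effect; actives lower thioflavin S fluorescence by blocking filaments or displacing dye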
Target sequence (P10636 whole entry, looked up): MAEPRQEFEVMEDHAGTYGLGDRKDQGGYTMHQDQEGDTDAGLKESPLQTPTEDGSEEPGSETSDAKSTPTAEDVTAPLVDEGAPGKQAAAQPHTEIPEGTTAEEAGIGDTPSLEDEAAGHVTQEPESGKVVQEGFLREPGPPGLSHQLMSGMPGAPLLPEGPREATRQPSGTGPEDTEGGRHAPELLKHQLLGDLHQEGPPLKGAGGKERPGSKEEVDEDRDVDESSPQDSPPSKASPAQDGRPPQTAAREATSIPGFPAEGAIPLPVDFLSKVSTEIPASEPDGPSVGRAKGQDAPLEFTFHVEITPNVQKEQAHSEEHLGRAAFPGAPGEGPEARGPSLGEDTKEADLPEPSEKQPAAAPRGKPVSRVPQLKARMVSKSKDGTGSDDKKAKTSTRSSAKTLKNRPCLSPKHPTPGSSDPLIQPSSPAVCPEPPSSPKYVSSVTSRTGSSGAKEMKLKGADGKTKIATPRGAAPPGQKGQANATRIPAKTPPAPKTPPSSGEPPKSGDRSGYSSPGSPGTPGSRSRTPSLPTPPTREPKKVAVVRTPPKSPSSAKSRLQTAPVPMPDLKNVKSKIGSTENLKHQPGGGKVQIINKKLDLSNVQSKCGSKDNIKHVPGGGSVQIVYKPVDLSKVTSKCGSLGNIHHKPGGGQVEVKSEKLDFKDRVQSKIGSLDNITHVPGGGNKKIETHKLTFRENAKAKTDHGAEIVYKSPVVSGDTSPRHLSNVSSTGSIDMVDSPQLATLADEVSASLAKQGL
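His-tagged recombinant human tau (exons 2, 3, 10; 1 uM final) fibrillized with 30 uM sodium octadecylsulfate, 15 h at 37 C, in pH 7.4 HEPES buffer with 10 uM thioflavine S and 5 mM DTT. Reduced ThS fluorescence (450/510 nm) marks activity.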
Rhodamine fluor: rhodamine region autofluorescence; AID 594; actives 0.05% (n = 59,000); Rhodamine-region fluorescence, 547/598 nm, Tris buffer; active compounds read high; max dye-equivalent concentration, M; in the data active = max dye-equivalent concentration above about 11 nM; inconclusive = between about 1.1 nM and that limit
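Steps: pin-transfer compounds into pH 8.0 Tris (100 mM), hold 15 min at room temperature, image with a 547/598 nm filter pair, and convert intensities to rhodamine-equivalent concentration using a six-point on-plate rhodamine series.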
A350 autofl: compounds fluorescent in Alexa 350 spectral region | Compound autofluorescence, 340/450 nm, Alexa 350 dye-equivalents; active compounds read high | max dye-equivalent concentration, M | actives 11% (n = 59,000); in the data active = max dye-equivalent concentration above about 10 nM; inconclusive = mostly about 1.1 nM to 9.6 nM
Casp1 inh: caspase-1 (human) inhibition, allosteric or competitive; Caspase-1 enzyme, Ac-WEHD-AFC fluorogenic rate; AID 900; actives 0.03% (n = 75,000); P29466; Potency, µM (titrated, usually from 57.5 µM), inactives show at the top dose activity change, negative = inhibition, actives largely listed as inhibitors;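 also: potency is read from the fitted curve at half-maximal effect; plate controls were vehicle for no effect and no substrate for full effect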
Target sequence (P29466 120-297 limits assumed): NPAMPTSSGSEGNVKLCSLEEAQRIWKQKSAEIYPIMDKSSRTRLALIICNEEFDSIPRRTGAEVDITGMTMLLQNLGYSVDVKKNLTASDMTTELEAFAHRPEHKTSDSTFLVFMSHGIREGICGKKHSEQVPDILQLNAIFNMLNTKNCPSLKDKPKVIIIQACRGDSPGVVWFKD
Target sequence (P29466 317-404 limits assumed): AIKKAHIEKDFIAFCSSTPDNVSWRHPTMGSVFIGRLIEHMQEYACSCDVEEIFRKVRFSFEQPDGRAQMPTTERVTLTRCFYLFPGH
Texas Red fluor: compound fluoresces in the Texas Red spectral region; actives 0.06% (n = 59,000); Compound fluorescence, Texas Red channel, 547/618 nm; active compounds read high; max dye-equivalent concentration, M; AID 587; in the data active = max dye-equivalent concentration above about 10 nM; inconclusive = between about 1.1 nM and that limit
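qHTS profiling of intrinsic compound fluorescence; 100 mM Tris pH 8.0; 15 min RT; ex 547 / em 618 nm; response expressed as Texas Red dye-equivalent concentration from six-point plate standard.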
HEK293 cAMP ctrl: counter-screen for TSHR agonists: cAMP increase in parental HEK293; parental HEK293 CNG cAMP sensor, membrane potential fluorescence; Potency, µM (titrated, usually from 57.1 µM), for the others: at the top dose activation, actives largely listed as activators; actives 2.5% (n = 73,000); AID 938; also: potency is read from the fitted curve at half-maximal effect; % of control where 0% means no effect; nearly all actives have a fitted effect of over 55% in size
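Counterscreen for endogenous-receptor signalling: CNG-channel HEK 293 cells report cAMP rise by membrane depolarization. After 60 min dye equilibration with 100 uM RO 20-1724, compounds incubated 30 min before bottom-read fluorescence at 590 nm.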
ERK AVP inh: blocks ERK signaling stimulated by vasopressin; HEK293-V1b, vasopressin-stimulated pERK AlphaScreen; Potency, µM (top dose mostly 57.5 µM), for inactives: at the highest dose activity, negative = inhibition, usual class: inhibitors; actives 0.99% (n = 72,000); AID 995; also: potency is read from the fitted curve at half-maximal effect; % is scaled to controls: 0 for no effect and ±100 for the full control effect; nearly all actives have a fitted effect of over 55% in size
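V1b-HEK293 cells; cpd 30 min 37C; 25 nM vasopressin 5 min; lyse 10 min; AlphaScreen beads 5 hr RT. Normalized to DMSO basal and 25 nM vasopressin; AC50 by Hill fit.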
Active calls of the source: *; i = inactive; ? = inconclusive; . = no result given; [ ] = another dose, or the depositor's remark. Unless noted, calls follow the shape of the dose curve; as a rule, active = well fitted curve in the direction sought with a large enough effect; inconclusive = small, poorly fitted or top-dose-only effect, or another doubt; inactive = no such curve, though single readings can be large; an effect the other way counts as inactive or inconclusive. Some of the compounds tested; count on the stated rates, not on these rows.

SMILES	Fluorescein fluor	Casp7 inh	4MU fluor	FLuc inh	Tau filament bind	Rhodamine fluor	A350 autofl	Casp1 inh	Texas Red fluor	HEK293 cAMP ctrl	ERK AVP inh
CCN1CCN(C(c2cccs2)C(C)NC(=O)c2cccc(OC)c2OC)CC1 (stereo not given)	?	-4%	i	-1%	-17%	i	i	-2%	i	29%	-8%
CCN(Cc1nc2ccccc2c(=O)[nH]1)Cc1cc(=O)oc2cc(C)c(C)cc12	i	-6%	i	-4%	2%	i	i	-7%	i	?	-16%
N/C(COc1ccc(C(=O)O)cc1)=N\O	?	-2%	i	2%	2%	i	i	3%	i	3%	-4%
Cc1noc(C)c1S(=O)(=O)N(C)CC(=O)NCc1ccccc1	i	0%	i	5%	-4%	i	i	0%	i	9%	-3%
Cc1nc2ccccn2c1/C(O)=C1\C(=O)C(=O)N(CCN2CCOCC2)C1c1cccs1 (stereo not given)	i	-5%	i	0%	49%	i	i	-2%	i	-3%	-24%
O=S(=O)(c1ccc(Cl)cc1)c1ccccn1	?	-3%	i	2%	-8%	i	i	2%	i	1%	16%
C=CCOC(=O)C1=C(C)NC(C)=C(C(=O)OCC=C)C1c1ccc(O)cc1	.	-6%	.	3%	2%	.	.	-7%	.	-7%	15%
COc1cc(S(=O)(=O)N2CCN(C(=O)c3ccccc3F)CC2)c(OC)cc1NC(C)=O	i	0%	i	1%	11%	i	i	3%	i	-10%	7%
COc1ccccc1N1CCN(Cc2ccc(OC)c3ccccc23)CC1	.	0%	.	0%	22%	.	.	-1%	.	1%	-2%
O=C(CSc1n[nH]c(-c2ccco2)n1)N1c2ccccc2Sc2ccccc21	i	-3%	i	3%	2%	i	i	-2%	i	6%	-27%
O=c1[nH]c(SCc2ccccc2Cl)nc2c1cnn2-c1ccccc1	.	-2%	.	0%	269%	.	.	-2%	.	-5%	.
O=C1NCCN1Cc1cccc(Cl)c1	i	-4%	?	2%	-4%	i	?	1%	?	1%	14%
COc1ccc(NC(=O)C(F)(OC)C(F)(F)F)c(OC)c1 (stereo not given)	i	0%	i	0%	6%	i	i	-1%	i	?	8%
N#Cc1c(NC(=O)c2ccc(Cn3cc(Br)cn3)o2)sc2c1CCCCCC2	i	-11%	2.4e-08M*	1%	107%	i	1.7e-08M*	-7%	i	11%	?
COCCN(CC(=O)Nc1cccc(C)c1)S(=O)(=O)c1ccc(S(=O)(=O)N2CCCC2)cc1	i	-1%	i	0%	-8%	i	i	0%	?	-6%	9%
O=C(Cn1cc2c(n1)CCCC2)N1CCOCC1	.	-2%	.	-4%	23%	.	.	2%	.	9%	-1%
Cc1cc(N2C(=O)C(=O)/C(=C(/O)c3ccc(F)cc3)C2c2cccc(Br)c2)no1 (stereo not given)	i	.	i	1%[25.5 µM]	.	i	?	.	i	.	.
O=C1c2ccccc2C(=O)N1CCCCSc1nnc2ccccn12	i	-4%	8.8e-08M*	0%	-1%	i	8.4e-08M*	-3%	i	-13%	-14%
O=S(=O)(Nc1ncnc2c1oc1ccccc12)c1ccc(Cl)s1	i	-4%	i	1%	5%	i	i	-1%	i	3%	-6%
CC1CCCN(S(=O)(=O)c2cccc(-c3cn4cccnc4n3)c2)C1 (stereo not given)	?	1%	1.4e-06M*	2%	-5%	i	1.9e-06M*	-3%	i	1%	-3%
OCCN1CN=C(Nc2nc3ccccc3s2)NC1	i	1%	i	1%	-4%	i	i	-1%	i	6%	-6%
Cc1ccc(-c2noc(C3CCCN(C(=O)c4c(F)cccc4F)C3)n2)cc1 (stereo not given)	?	-1%	i	-10%	3%	i	i	-3%	?	7.9µM*	?
CON(C)c1nc(OCCNC(=O)COc2ccc(Cl)cc2C)nc(N(C)C)n1	.	0%	.	3%	9%	.	.	-3%	.	17%	-2%
CC(O)c1nc2ccccc2n1C/C=C/c1ccccc1 (stereo not given)	i	-2%	i	-5%	-10%	i	i	-1%	i	?	-8%
CC(c1nnc(Sc2nnnn2-c2ccccc2)n1-c1ccc(F)cc1)N(C)C (stereo not given)	?	-2%	i	0%	-1%	i	?	0%	i	0%	-17%

Of the compounds above, these have an aryl methoxy group.
SMILES	Fluorescein fluor	Casp7 inh	4MU fluor	FLuc inh	Tau filament bind	Rhodamine fluor	A350 autofl	Casp1 inh	Texas Red fluor	HEK293 cAMP ctrl	ERK AVP inh
CCN1CCN(C(c2cccs2)C(C)NC(=O)c2cccc(OC)c2OC)CC1 (stereo not given)	?	-4%	i	-1%	-17%	i	i	-2%	i	29%	-8%
COc1cc(S(=O)(=O)N2CCN(C(=O)c3ccccc3F)CC2)c(OC)cc1NC(C)=O	i	0%	i	1%	11%	i	i	3%	i	-10%	7%
COc1ccccc1N1CCN(Cc2ccc(OC)c3ccccc23)CC1	.	0%	.	0%	22%	.	.	-1%	.	1%	-2%
COc1ccc(NC(=O)C(F)(OC)C(F)(F)F)c(OC)c1 (stereo not given)	i	0%	i	0%	6%	i	i	-1%	i	?	8%

Next section:
SMILES	Fluorescein fluor	Casp7 inh	4MU fluor	FLuc inh	Tau filament bind	Rhodamine fluor	A350 autofl	Casp1 inh	Texas Red fluor	HEK293 cAMP ctrl	ERK AVP inh
Cc1sc2ncnc(OCC(=O)N3CCN(S(=O)(=O)c4ccccc4)CC3)c2c1C	?	-1%	i	2%	13%	i	i	1%	i	-5%	3%
O=C(O)c1cccc(Nc2ncnc3ccccc23)c1	.	-2%	.	-15%	-7%	.	.	-4%	.	0%	3%
CC(=O)C1=C(O)C(=O)N(CCc2c[nH]c3ccccc23)C1c1cccc(O)c1 (stereo not given)	?	0%	i	2%	-9%	i	i	-2%	i	?	-14%
C=CCNc1nc(-c2ccccc2)nc(-n2ccnc2)n1	i	1%	i	2%	9%	i	i	-1%	i	14%	?
COc1ccc(C(=O)NC2CCCCC2)cc1S(=O)(=O)N1CCCC1	?	-2%	i	1%	-4%	i	i	1%	?	20%	0%
O=C(Nc1cccc2ccccc12)N1CCN(c2ccccc2)CC1	i	0%	?	-3%	-5%	i	1.3e-08M*	2%	?	8%	-9%
O=C(Cn1cc(C(F)(F)F)ccc1=O)N1CCN(S(=O)(=O)c2ccccc2)CC1	?	0%	i	0%	1%	i	?	0%	i	11%	-2%
CCOC(=O)N1CCN(S(=O)(=O)c2ccc(OC)c(Cl)c2Cl)CC1	i	-2%	i	5%	-11%	i	i	-2%	i	6%	13%
COCCNC(=O)C(c1ccncc1)N(C(=O)Cn1nnc2ccccc21)c1ccc(OC)cc1 (stereo not given)	?	0%	i	1%	-9%	i	i	1%	i	-10%	-13%
O=C(C1=C(O)C(=O)N(CCN2CCOCC2)C1c1cccs1)c1cc2ccccc2o1 (stereo not given)	?	-3%	i	-10%	-17%	i	i	-5%	i	2%	6%
O=c1oc(-c2cccs2)nc2sc3c(c12)CCCCC3	.	-1%	.	?	14%	.	.	-3%	.	8%	22%
CC(=O)NC(CCS(C)(=O)=O)C(=O)Nc1cccc(Cl)c1Cl (stereo not given)	.	-1%	.	-6%	-20%	.	.	-1%	.	11%	.
Fc1ccccc1N1CCN(C2CCN(Cc3c[nH]c4ccccc34)CC2)CC1	.	-2%	.	3%	3%[11.4 µM]	.	.	-2%	.	10%[11.4 µM]	7%
COc1ccc(-c2nc(C(N)=O)c3[nH]c(=O)n(-c4cccc(C)c4)c3n2)c(OC)c1	.	-1%	.	2%	10%	.	.	-5%	.	9%	.
CCCc1nc2ccccc2n2cc3c(=O)n(C)c(=O)n(C)c3c12	i	-2%	5.3e-08M*	0%	5%	i	4.4e-08M*	2%	i	4%	-20%
CCN(CC)S(=O)(=O)c1ccc(NS(=O)(=O)c2cccc(C)c2)cc1	i	0%	i	-2%	3%	i	i	2%	i	2%	-10%
CCCC1(C(=O)OC)C=C2C(=C(C)C(=O)C2C)CN1 (stereo not given)	.	-8%	.	.	20%	.	.	-4%	.	-2%	29%
COC(=O)C1=C(C)OC(N)=C(C#N)C1c1cc(OC)c(OCC(N)=O)cc1Cl (stereo not given)	?	-6%	1.9e-08M*	-38%	50%	i	2.1e-08M*	-11%	?	5%	-29%
Cc1cc(NC(=O)C2CCCCC2)nc2c1c(=O)oc1ccccc12	i	-6%	i	-1%	-2%	i	i	-1%	i	?	10%
COc1ccc(NC(=O)CSc2nnc(-c3cccs3)n2C)cc1OC	?	0%	i	0%	-2%	i	i	-2%	i	14%	-7%
Nc1nc(-c2ccco2)c(-c2ccco2)s1	?	?	i	-3%	?	i	?	?	i	-3%	?
O=C(CN1CCN(CC(=O)Nc2ccccn2)CC1)Nc1ccccn1	.	0%	.	1%	12%[11.4 µM]	.	.	-1%	.	-4%[11.4 µM]	-6%
Cc1ccc(C)c(N(CC(=O)NCc2ccc3c(c2)OCO3)C(=O)CCC(=O)Nc2ccccn2)c1	?	0%	i	1%	8%	i	i	3%	?	22%	-18%
C[C@@H]1CC[C@H]2C(=O)N3[C@@H](CC[C@@H](C)[C@@H]3c3ccc(Br)cc3)C(=O)N2[C@@H]1c1ccc(Br)cc1	.	-2%[11.5 µM]	.	0%[11.4 µM]	.	.	.	2%[11.5 µM]	.	1%[11.4 µM]	44%[activator][11.5 µM]
COC(=O)c1ccc2nc(C(F)(F)F)[nH]c2c1	i	-1%	i	-8%	-23%	i	i	2%	i	-3%	-8%
